# Screens from PubChem BioAssay.
# STAT3 inh: inhibitors of IL-6 induced STAT3 signaling. U3A cells, IL-6 STAT3-luciferase reporter, luminescence; host cell line lacks STAT1. inhibition, % at 5.5 µM. hit rate 0.89% among 190,000. AID 862;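 active = inhibition above the mean inhibition across all screened compounds plus 3 SD, cut at about 44% in these data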;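 note: 0% = DMSO only wells and 100% = 100 µM nifuroxazide control wells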
# STAT1 act: increases IFN-gamma driven STAT1 reporter signal; NIH 3T3 STAT1-luciferase reporter, luminescence; 100% = IFN-gamma alone, no compound; activation (% of control), % at 5.5 µM; AID 932; hit rate 2.6% among 200,000;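 active = activation above the screen-wide mean activation plus 3 SD, cut at about 130% in these data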;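 note: raw ratio to IFN-gamma control signal so 100% means no change and 0% no light; values of inactives mirror those of a sister screen read the other way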
# TLR4 MyD88 comp: inhibitors of human TLR4-MyD88 binding; O00206+Q99836; HeLa CL3-4 TLR4/MyD88 BLA complementation, FRET ratio; inhibition, % at 8.4 µM; hit rate 0.18% among 200,000; AID 861; in the data active = inhibition above about 25%;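 note: 0% = vehicle and 100% = reference inhibitor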
# Target sequence (O00206 whole entry, looked up): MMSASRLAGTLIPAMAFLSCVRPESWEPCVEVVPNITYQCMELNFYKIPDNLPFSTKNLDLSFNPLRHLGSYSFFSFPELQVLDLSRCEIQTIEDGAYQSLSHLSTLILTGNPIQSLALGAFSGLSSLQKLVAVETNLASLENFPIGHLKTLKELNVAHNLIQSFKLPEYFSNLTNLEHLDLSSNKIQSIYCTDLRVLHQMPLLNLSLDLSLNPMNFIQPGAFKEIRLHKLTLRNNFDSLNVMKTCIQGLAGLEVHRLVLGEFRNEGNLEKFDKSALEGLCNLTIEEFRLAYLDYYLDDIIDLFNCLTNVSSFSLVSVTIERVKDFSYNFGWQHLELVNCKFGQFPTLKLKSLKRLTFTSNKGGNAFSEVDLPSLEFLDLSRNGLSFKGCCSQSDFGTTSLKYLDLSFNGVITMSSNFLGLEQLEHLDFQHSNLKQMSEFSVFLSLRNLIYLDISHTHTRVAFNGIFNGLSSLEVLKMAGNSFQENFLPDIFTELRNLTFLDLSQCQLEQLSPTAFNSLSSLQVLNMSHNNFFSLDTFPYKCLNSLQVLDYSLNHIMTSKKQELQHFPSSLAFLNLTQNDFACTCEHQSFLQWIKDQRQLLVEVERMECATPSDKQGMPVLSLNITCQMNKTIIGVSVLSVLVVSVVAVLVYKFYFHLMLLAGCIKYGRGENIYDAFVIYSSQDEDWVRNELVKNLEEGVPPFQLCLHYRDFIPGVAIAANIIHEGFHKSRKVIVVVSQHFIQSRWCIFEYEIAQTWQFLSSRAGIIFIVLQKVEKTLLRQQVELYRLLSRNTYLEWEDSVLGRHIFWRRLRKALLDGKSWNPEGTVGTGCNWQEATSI
# Target sequence (Q99836 whole entry, looked up): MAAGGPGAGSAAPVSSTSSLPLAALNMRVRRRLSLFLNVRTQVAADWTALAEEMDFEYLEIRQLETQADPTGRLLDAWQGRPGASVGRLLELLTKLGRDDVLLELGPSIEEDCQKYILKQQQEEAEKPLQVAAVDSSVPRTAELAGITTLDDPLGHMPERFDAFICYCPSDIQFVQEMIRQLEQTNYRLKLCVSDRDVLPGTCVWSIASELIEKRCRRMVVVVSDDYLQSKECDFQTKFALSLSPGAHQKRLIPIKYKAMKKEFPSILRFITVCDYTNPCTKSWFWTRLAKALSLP
# Redox H2O2 prof: compounds producing H2O2 with reducing agent – biochemical, NIH compound library profiling, artefact control for MLSCN library redox annotation, primary screen; DTT-dependent redox cycling H2O2, phenol red/HRP absorbance; 100% = 100 µM peroxide control, 0% = buffer; activation, % at 10 µM; hit rate 0.03% among 200,000;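 active = activation of at least 50% relative to the plate's high and low controls in the primary single-dose screen; inactive = activation below 50%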;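 note: compound incubated with DTT at 0.8 mM final as the reducing agent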
# APP 5'UTR act: APP 5'UTR luciferase reporter activation | activation, % at 2 µM | SH-SY5Y APP 5'UTR luciferase reporter, luminescence; zero percent = DMSO vehicle wells | AID 1276 | hit rate 1% among 190,000;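 active = activation above a set limit, based on mean plus 3 SD of controls, cut at about 140% in these data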; note: values of inactives mirror those of a sister screen read the other way
# STAT3 act: activators of IL-6 induced STAT3 signaling. hit rate 0.91% among 190,000. activation (% of control), % at 5.6 µM. U3A cells, IL-6 STAT3-luciferase reporter, luminescence; 100% = signal with IL-6 EC80 alone;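 active = activation above the screen-wide mean of compound activation plus 3 SD, cut at about 130% in these data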;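 note: 0% = background luminescence of wells with medium and substrate only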
#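 system = STAT3-luciferase reporter U3A cells | reagent = IL-6 stimulus at 33 ng/mL final | timing = 1 h compound pre-exposure, 6 h IL-6 stimulation, 37 °C | measured by = luminescence | evaluation = % activation versus median of IL-6-stimulated wells | control set = IL-6-only wells as 100% reference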
# HMGR II inh: blocks class II HMG-CoA reductase of Enterococcus faecalis. hit rate 0.41% among 190,000. purified E. faecalis HMGR, NADPH absorbance 340 nm kinetic. AID 1066. inhibition, % at 10 µM;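 active = inhibition above a set limit, the median over all tested compounds plus 3 SD, cut at about 9.5% in these data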;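 note: enzyme runs in reverse so mevalonate oxidation gives rising NADPH absorbance; 0% = complete reaction with DMSO and 100% = background rate lacking mevalonate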
# STAT1 inh: reduces IFN-gamma driven STAT1 reporter signal. NIH 3T3 STAT1-luciferase reporter, luminescence. inhibition, % at 5.5 µM. hit rate 0.35% among 200,000. AID 920;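 active = inhibition above a set limit, the mean inhibition across all tested compounds plus 3 SD, cut at about 34% in these data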;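 note: 0% = IFN-gamma with DMSO and 100% = IFN-gamma with 300 µM nifuroxazide; values of inactives mirror those of a sister screen read the other way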
# Hsp70 act: switches on Hsp70 transcription; HeLa Hsp70 promoter luciferase reporter, luminescence; scaled: vehicle 0, proteasome-inhibitor control 100%; activation, % at 10 µM; hit rate 0.04% among 200,000; AID 1203;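 active = activation above the mean across all tested compounds plus 3 SD, cutoff set per campaign, cut at about 5.5% in these data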;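 note: 100% = MG132 at 30 µM as the positive control and 0% = DMSO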
# NF-kB neuron act: raises NF-kB expression in human neuronal cells. AID 1239. hit rate 1.6% among 190,000. NF-kB reporter expression; active compounds read high. fold change at 12.5 µM; in the data active = fold change above about 3.3
# An asterisk follows results filed as active; · = no result given. Rows were taken by chance, and some 5.6% of all compounds hit somewhere here.
No.	molecule	STAT1 act	HMGR II inh	STAT1 inh	APP 5'UTR act	STAT3 act
1	CCn1c2ccc(C)cc2c2nnc(NN)nc21	99	2	1	11	95
2	N=C(N)Sc1nc(N2CCCCC2)nc(N2CCCCC2)n1	104	-1	-4	-19	103
3	CCc1ccc(NC(=O)c2ccc(C3SCC(=O)N3CCc3ccccc3)cc2)cc1 (configuration not stated)	102	-8	-3	-11	65
4	CCC(c1nnnn1Cc1ccccc1)N1CCN(c2ccccc2)CC1 (configuration not stated)	100	-5	-2	2	99
5	Cc1nn(CC(=O)NCc2ccc(OC(C)C)cc2)c(=O)c2cc3occc3n12	100	1	0	·	96
6	CCOCCCNC(=O)N[C@@H](C)C(=O)OC	99	-9	1	8	103
7	CC(C)c1nnc(NC(=O)Cn2nc(-c3ccc4c(c3)OCCO4)ccc2=O)s1	100	-6	0	9	96
8	CC(=O)c1cccc(NC(=O)c2noc3c2CCc2ccccc2-3)c1	123	-3	-28	169*	83
9	CCOCC(=O)Nc1nnc(COC)s1	97	-11	3	2	96
10	Cc1ccc(C2=CSC3=NCCN23)c(C)c1	98	-1	2	10	94
11	COc1ccccc1N1CCN(C2CCN(C(=O)c3cccs3)CC2)CC1	98	4	1	14	97
12	CCC(CC)NC(=O)c1cccc(Br)c1	105	2	-7	8	100
13	Cc1ccccc1-c1nc(Cc2ccc(Cl)cc2)no1	98	0	2	10	89
14	COc1ccc2c(c1)c(C(=O)CN1CCC3(CC1)OCCO3)c(C)n2C	99	-1	1	17	104
15	COc1ccc(N(C(=O)c2cnsn2)C(C(=O)NC2CCCCC2)c2ccncc2)cc1 (configuration not stated)	106	-7	-7	9	106

No.	NF-kB neuron act	TLR4 MyD88 comp	Hsp70 act	Redox H2O2 prof	STAT3 inh
1	0.69	-14	-0.3	-0.9	9
2	1	-5	0.4	0.3	2
3	0.79	-5	-0.6	-17	46*
4	0.97	0	0.0	-1.0	3
5	1.2	-3	-0.4	0.2	11
6	0.89	6	-0.4	1.1	2
7	0.95	-7	-0.5	3.2	7
8	1.6	1	0.1	0.4	27
9	1.2	-1	-0.2	1.9	9
10	0.95	-7	-0.1	2.0	9
11	1.1	-35	-0.6	-0.5	8
12	1.2	2	-0.3	-0.5	4
13	1.9	-12	-0.2	0.3	18
14	1	-9	-0.2	-0.6	-2
15	1.1	3	-0.1	0.4	-10

# Next part:
No.	molecule	STAT1 act	HMGR II inh	STAT1 inh	APP 5'UTR act	STAT3 act
16	Cc1c(Br)c([N+](=O)[O-])nn1C(C)C(=O)NCc1cccs1 (configuration not stated)	99	-3	1	11	99
17	CCCC1=C(C(=O)OCC)C(/C=C/c2ccccc2)n2ncnc2N1 (configuration not stated)	96	-5	10	-2	100
18	Cc1cccc(OCCC(=O)OCC(=O)N2CCc3ccccc32)c1	104	-9	-4	5	101
19	Cc1cc(NS(=O)(=O)c2ccc(NC(=O)c3cc4cc(Br)ccc4oc3=O)cc2)no1	108	-10	-8	20	100
20	CN(C)S(=O)(=O)N1CCN(c2cccc(Cl)c2)CC1	104	1	-4	-9	95
21	COc1ccc(OCCC(=O)OCC(=O)Nc2cccc(S(=O)(=O)N3CCOCC3)c2)cc1	96	1	4	7	98
22	O=C(COc1ccc(Cl)cc1)NCCC1=CCCCC1	100	3	0	16	107
23	Cc1oc(C(=O)O)cc1CSCc1ccoc1C(=O)O	102	0	-2	3	101
24	Cc1ccn2cc(CNS(=O)(=O)c3ccc(Cl)s3)nc2c1	91	-7	10	-3	97
25	CCOC(=O)c1nc(Nc2cccc(C)c2)c2ccccc2n1	110	6	-11	-17	75
26	COC(=O)c1ccccc1CON1C(=O)C(C)(C)N(OCc2ccccc2C(=O)OC)C(=O)C1(C)C	100	-10	0	11	116
27	CC(C)c1nc2c(c(=O)c3ccccc3n2C)c(=O)n1-c1ccc(F)cc1	104	1	-4	-11	110
28	O=C(NC1CC1)c1ccc(COc2ccc(F)cc2)o1	101	6	-1	20	103
29	CCCCOC(=O)Cn1cnc2ccc(Br)cc2c1=O	103	2	-3	7	105
30	c1ccc(OCc2nc3ccccc3s2)cc1	141*	-10	-45	126	109

No.	NF-kB neuron act	TLR4 MyD88 comp	Hsp70 act	Redox H2O2 prof	STAT3 inh
16	0.96	-11	0.0	-3.8	6
17	1	-11	-0.2	0.0	1
18	1.1	-4	-0.3	1.6	6
19	1	-8	-0.4	-0.8	1
20	1.1	-1	-0.5	2.1	11
21	0.94	0	-0.2	0.3	8
22	1.1	3	0.4	-7.8	-2
23	0.94	8	-0.1	-0.4	1
24	1.2	0	0.0	-0.5	12
25	0.74	1	-0.3	-0.1	36
26	0.91	2	-0.1	2.3	-14
27	1	4	-0.2	-0.2	-11
28	0.8	-5	-0.1	1.0	-1
29	1.1	8	0.2	-0.3	-1
30	4.3*	-8	-0.1	1.9	-6

# With a hit mark in APP 5'UTR act, of those listed so far:
cpd | SMILES | STAT1 act | HMGR II inh | STAT1 inh | APP 5'UTR act | STAT3 act | NF-kB neuron act | TLR4 MyD88 comp | Hsp70 act | Redox H2O2 prof
8 | CC(=O)c1cccc(NC(=O)c2noc3c2CCc2ccccc2-3)c1 | 123 | -3 | -28 | 169* | 83 | 1.6 | 1 | 0.1 | 0.4

# Remaining list, next part.
No.	molecule	STAT1 act	HMGR II inh	STAT1 inh	APP 5'UTR act	STAT3 act
31	CN(C)c1ccc(/C=N/NC(=S)NCc2ccccc2)cc1	100	9	0	-10	98
32	CCCCn1c(Cc2ccccc2)nnc1SCC(=O)Nc1cc(C)on1	98	-1	1	-17	103
33	COC(=O)CC1C(C(=O)OC)ON2OC(C(=O)OC)C(C(=O)OC)C12 (configuration not stated)	94	7	7	-5	105
34	COC(=O)c1c(-c2ccc(C)cc2)csc1NC(=S)NC(=O)c1ccc(F)cc1	104	-3	-4	3	107
35	CSc1nnc(C)c(=O)n1COC(=O)COc1ccccc1	99	1	1	5	95
36	COCCn1c(C(C)C)nc2sc3ccccc3c(=O)c2c1=O	100	0	0	-8	105
37	CN1C(=O)c2ccc(C(=O)Nc3nccs3)cc2C1=O	114	-2	-14	9	94
38	CC(C)=N/N=C(/c1ccc([N+](=O)[O-])cc1)C12CN3CN(CN(C3)C1)C2	96	-2	4	31	100
39	O=C(CS(=O)(=O)c1ccc(Cl)c(Cl)c1)Nc1ccccc1Cl	101	-10	-1	0	111
40	C=CCNC(=O)c1csc(-c2ccccc2)n1	100	-3	0	23	89
41	Cc1nn(C)c(C)c1S(=O)(=O)NC1CCCC1	107	-3	-8	10	105
42	Brc1cccc(OCCN2CCCCC2)c1	105	3	-6	-3	102
43	CC(C)c1ccc(S(=O)(=O)N2CCN(CC(=O)Nc3ccc4c(c3)OCO4)CC2)cc1	114	-4	-17	10	107
44	O=C(c1cc2nc(-c3ccc(F)cc3)cc(C(F)(F)F)n2n1)N1CCOCC1	103	0	-3	16	98
45	Cc1nc(N2CCOCC2)c(C#N)c(C)c1Br	96	-1	4	3	97

No.	NF-kB neuron act	TLR4 MyD88 comp	Hsp70 act	Redox H2O2 prof	STAT3 inh
31	1.5	-2	0.0	-1.5	9
32	1.1	3	-0.5	0.7	1
33	1.2	-6	-0.6	-0.2	-2
34	0.92	-10	-0.3	0.4	-4
35	0.99	-14	-0.2	-0.6	4
36	1.2	16	-0.1	1.9	6
37	1.1	-10	-0.2	-1.4	9
38	1.1	-3	-0.1	-1.2	2
39	1.4	-5	-0.3	1.4	-2
40	1.3	-15	-0.1	1.2	19
41	1.1	-16	-0.4	3.8	-3
42	1	0	-0.2	-0.1	-4
43	1.2	-10	-0.3	-0.4	-4
44	1.4	-1	-0.2	0.6	5
45	1.2	5	0.1	0.4	8

# Additional compounds.
No.	molecule	STAT1 act	HMGR II inh	STAT1 inh	APP 5'UTR act	STAT3 act
46	CC1CCN(C(=O)CNC(=O)c2cccc(OC(F)F)c2)CC1	100	0	-2	15	107
47	COc1ccccc1C1SCCN1S(=O)(=O)c1cccc(C(F)(F)F)c1 (configuration not stated)	102	-2	-2	0	96
48	OCCSc1c(F)c(SCCO)c(SCCO)c(F)c1SCCO	94	-1	6	0	101
49	CC(C)OC(=O)CSc1nnc(-c2ccc(C(C)(C)C)cc2)n1N	103	2	-3	3	99
50	Cc1cccc(Nc2cc(=O)[nH]c(=O)[nH]2)c1C	88	-9	14	22	93
51	NC(=O)CN1C(=O)C(O)(CC(=O)c2ccccc2O)c2ccccc21 (configuration not stated)	91	-1	10	-2	105
52	Cc1nn(CCC(=O)NNC(=S)Nc2cccc(Cl)c2)c(C)c1[N+](=O)[O-]	91	2	10	-3	99
53	Cc1ccc(C)c(S(=O)(=O)N2CCN(C(C)C(=O)Nc3ccccc3-c3ccccc3)CC2)c1 (configuration not stated)	86	-1	16	37	91
54	COc1ccc(NC(=O)COc2nc(N(C)C)nc(N(C)C)n2)cc1	101	4	-1	7	81
55	CN(C(=O)CSc1nc2cc(C(=O)O)ccc2c(=O)n1Cc1ccccc1)C1CCS(=O)(=O)C1 (configuration not stated)	90	0	9	13	109
56	O=C(/C=C/c1cccs1)Nc1ccc(Br)cn1	178*	-6	-86	-92	133*
57	COc1cccc(C=Nc2cccc3c(=O)[nH][nH]c(=O)c23)c1O	107	0	-8	12	89
58	CCCCCC(=O)N=Nc1c(O)[nH]c2ccc([N+](=O)[O-])cc12	101	0	-1	-14	96
59	CN1CCN(CC(=O)N2c3ccccc3C(C)(c3ccccc3)CC2(C)C)CC1 (configuration not stated)	93	0	7	11	93
60	Cc1cc(C)c2cc(CN(CCO)C(c3nnnn3Cc3ccc(F)cc3)C(C)C)c(=O)[nH]c2c1 (configuration not stated)	100	0	-1	3	106

No.	NF-kB neuron act	TLR4 MyD88 comp	Hsp70 act	Redox H2O2 prof	STAT3 inh
46	1.4	-4	0.9	-0.5	3
47	0.78	10	-0.5	0.0	11
48	1.1	-27	-0.4	2.9	4
49	1.4	-39	-0.1	1.1	5
50	1.2	-6	-0.3	-0.8	8
51	1.2	1	-0.3	-1.0	0
52	1.3	-8	0.3	-0.3	4
53	0.71	4	-0.2	0.9	14
54	0.94	-6	-0.2	1.2	27
55	1.2	11	0.0	-0.1	-9
56	5.6*	-8	0.3	1.8	-39
57	1.5	0	0.1	-0.7	15
58	1.4	-5	-0.2	-0.2	7
59	6*	4	0.3	-0.1	11
60	0.88	5	-0.3	-0.1	2

# Compound profiles, from the list above. Values in the order: STAT1 act	HMGR II inh	STAT1 inh	APP 5'UTR act	STAT3 act	NF-kB neuron act	TLR4 MyD88 comp	Hsp70 act	Redox H2O2 prof	STAT3 inh
# `N=C(N)Sc1nc(N2CCCCC2)nc(N2CCCCC2)n1` across the screens: 104	-1	-4	-19	103	1	-5	0.4	0.3	2
# `Cc1ccn2cc(CNS(=O)(=O)c3ccc(Cl)s3)nc2c1` across the screens: 91	-7	10	-3	97	1.2	0	0.0	-0.5	12
# `NC(=O)CN1C(=O)C(O)(CC(=O)c2ccccc2O)c2ccccc21` (configuration not stated) across the screens: 91	-1	10	-2	105	1.2	1	-0.3	-1.0	0
